Bioassay records from PubChem.
GLS inh: blocks human kidney-isoform glutaminase activity. O94925. GLS enzymatic activity, qHTS titration. Potency, µM (doses to about 45.5 µM), for inactives: at the top dose activity change, negative = inhibition, usual class: inhibitors. 0.21% of 410,000 active. AID 624170; active = well fitted inhibition curve with a large enough effect; note: potency is the fitted concentration of half-maximal effect
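Enzyme dispensed in phosphate buffer (45 mM, pH 8.2, 0.02% Tween-20), compounds pinned in, then 1 mM L-glutamine solution and the glutamate oxidase–HRP–Amplex Red mix added; fluorescence read immediately and again after 30 min at room temperature.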
PI4K2A block: PI4K2A (human) kinase inhibition; activity change, negative = inhibition, % at 76.9 µM; purified PI4K2A, ADP-Glo luminescence, 1 h; hits give low values; 0.13% of 420,000 active; in the data active = activity change below about -50%;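 note: -100% = wells without enzyme as full effect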
Target sequence (Q9BTU6 whole entry, looked up): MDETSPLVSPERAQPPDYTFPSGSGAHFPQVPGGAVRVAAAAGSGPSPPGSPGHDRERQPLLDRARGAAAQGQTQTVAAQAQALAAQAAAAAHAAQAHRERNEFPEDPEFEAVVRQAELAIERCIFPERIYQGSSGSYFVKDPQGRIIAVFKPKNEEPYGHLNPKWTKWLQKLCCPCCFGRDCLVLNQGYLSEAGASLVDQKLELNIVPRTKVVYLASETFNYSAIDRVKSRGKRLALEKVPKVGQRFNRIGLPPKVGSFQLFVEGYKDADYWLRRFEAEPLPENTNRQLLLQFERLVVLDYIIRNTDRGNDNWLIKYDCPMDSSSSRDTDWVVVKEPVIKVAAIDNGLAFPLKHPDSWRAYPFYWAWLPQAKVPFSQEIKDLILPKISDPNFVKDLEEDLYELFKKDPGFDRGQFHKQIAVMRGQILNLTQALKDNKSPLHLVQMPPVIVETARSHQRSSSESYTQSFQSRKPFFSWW
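PI4K2A activity was measured by ADP-Glo luminescence: enzyme (4 ug/mL stock) and phosphatidylinositol (1.2 mM stock) in Tris pH 7.5/MgCl2/EGTA/Triton X-100 buffer were reacted with ATP (300 microM stock) for one hour at ambient temperature.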
* = called active by the depositor; & = joins results of further samples; [ ] = remark or other dose. Unless noted, % is set by controls: 0 for no effect and ±100 for the full control effect.

The line under a structure holds: GLS inh	PI4K2A block
[1] CSc1ccccc1NC(=O)C1(C)CCN1C(=O)Cc1ccc(-c2ccccc2)cc1 (centres undefined)
    -2.9%	-0.9
[2] CC(=O)Nc1cccc(-c2ccnc3c2CC(C(=O)Nc2ccc4c(c2)OCO4)O3)c1 (centres undefined)
    5.3%	-3.2
[3] COc1ccc([C@@H]2CC(=O)[C@@H]3CN(S(=O)(=O)c4ccc(C)cc4)[C@H](c4cccc(Cl)c4)C[C@@H]3N2S(=O)(=O)c2ccccc2)cc1
    8.6%	-1.6
[4] CC(=O)NC(c1ccc(F)c(F)c1)c1nc(-c2cccs2)cs1 (centres undefined)
    0.8%	-3.4
[5] COCCN1C[C@@H](CO)O[C@@H](n2cnc3c(NC4CCC4)ncnc32)C1
    1.4%	-7.5
[6] CCOC(=O)C1=CCN(S(=O)(=O)c2cccc(Cl)c2)C1c1ccc(Br)cc1 (centres undefined)
    0.9%	-2.4
[7] Cc1ccc(C(O)c2ncc(-c3cccc(C(F)(F)F)c3)[nH]2)c(C)c1 (centres undefined)
    -0.6%	-0.9
[8] COc1ccc(-c2nc3cc(C)c(Br)c(C)n3c2Cc2ccccc2)cc1OC
    4.1%	-5.1
[9] CCC(c1nnnn1-c1ccc2c(c1)OCCO2)N1CCN(c2ccc(C(F)(F)F)cc2[N+](=O)[O-])CC1 (centres undefined)
    1.5%	-3.0
[10] CN(C)Cc1ccccc1-c1cccc2nccn12
    2.2%	2.3
[11] Cc1ccc(Cl)cc1-c1cc(C(=O)N2CCN(c3ccncc3)CC2)[nH]n1
    10.2%	-0.4
[12] CCCC(C)(C)C(=O)N1CCC1(C)C(=O)NS(=O)(=O)c1ccc(Cl)cc1 (centres undefined)
    10.4%	0.2
[13] Cc1ccccc1S(=O)(=O)NC(=O)C1(C)CCN1C(=O)Cc1cc(F)ccc1F (centres undefined)
    -3.6%	2.9
[14] CS(=O)(=O)Nc1cccc(NC(=O)c2cccc3c(-c4cccnc4)coc23)c1
    -5.0%	-5.2
[15] COc1ccc(Nc2c(CCc3ccccc3)nc3nc(C)cc(C)n23)cc1
    13.8%	3.7

Arranged by count of non-hydrogen atoms (falling): 3 of the compounds above
The line under a structure holds: GLS inh	PI4K2A block
[14] CS(=O)(=O)Nc1cccc(NC(=O)c2cccc3c(-c4cccnc4)coc23)c1
    -5.0%	-5.2
[11] Cc1ccc(Cl)cc1-c1cc(C(=O)N2CCN(c3ccncc3)CC2)[nH]n1
    10.2%	-0.4
[12] CCCC(C)(C)C(=O)N1CCC1(C)C(=O)NS(=O)(=O)c1ccc(Cl)cc1 (centres undefined)
    10.4%	0.2

(continued)
The line under a structure holds: GLS inh	PI4K2A block
[16] CCC(CC)C(=O)N(C)c1c(C)nc2c(OCc3ccccc3OC)cccn12
    -0.7%	-1.6
[17] COc1ccc(OC)c(NC(=O)C2(C)CCN2CCOc2ccccc2)c1 (centres undefined)
    5.5%	2.4
[18] CCOC(=O)N1CCN(C(=O)C[C@@H]2C[C@@]3(C(=O)OCC)CCC=C3N(Cc3cccc4ccccc34)C2=O)CC1
    1.3%	6.2
[19] O=C1NC[C@H](Cc2ccccc2)N(C[C@@H]2CCCN2C[C@H](Cc2ccc(O)cc2)N2C[C@H](Cc3ccc(O)cc3)N(CCc3ccccc3)C(=O)C2=O)C1=O
    35.0%[activator]	6.3
[20] CCOC(=O)[C@]12CCC=C1N(CCC1=CCCCC1)C(=O)[C@H](CC(=O)NCc1ccc(OC)c(OC)c1)C2
    -8.3%	-4.6
[21] CC(C)NC(=O)C1(C)CCN1Cc1cccc(Cl)c1 (centres undefined)
    -17.1%	1.9
[22] COC(=O)N[C@H](C(=O)N[C@@H](Cc1ccccc1)[C@@H](O)CN(Cc1ccc(-c2ccccn2)cc1)NC(=O)[C@@H](NC(=O)OC)C(C)(C)C)C(C)(C)C
    10.4%	0.1&-3.9
[23] CC1(C(=O)Nc2cccnc2)Cc2c(-c3cccc(C(F)(F)F)c3)ccnc2O1 (centres undefined)
    -2.0%	-6.3
[24] CC(C)NC(=O)c1cc(C2CCCCN2S(=O)(=O)c2ccccc2)on1 (centres undefined)
    7.7%	-1.1
[25] CN(C)CCCOc1ccc(-c2ccc3nccn3c2)cn1
    -2.3%	-14.9
[26] CC1(C(=O)O)CCN1C(=O)COc1ccc(Cl)cc1 (centres undefined)
    7.0%	-1.9
[27] C[C@@H]1CN([C@H](C)CO)C(=O)CCCn2cc(nn2)CO[C@H]1CN(C)C(=O)c1ccccc1
    9.2%	-0.6
[28] COc1cccc(-c2cnc3c(NC=O)cc(-c4ccc(N5CCN(C)CC5)cc4)cn23)c1
    15.8%	-3.4
[29] O=C(Nc1ccccc1Cl)c1cc(C2CCCN(C(=O)c3ccccc3)C2)on1 (centres undefined)
    -0.7%	-2.8
[30] O=C(c1ccco1)N1CCN(C2CN(Cc3ccccc3)S(=O)(=O)C2)CC1 (centres undefined)
    -13.9%	2.2
[31] CCCCC[C@H](C)N1C[C@H](COCc2ccccc2)Oc2cc(N3CC[C@@H](N(C)C)C3)ccc2S1(=O)=O
    -11.7%	-1.6
[32] CC1(C(=O)NCc2ccco2)Cc2c(-c3ccc(C(N)=O)cc3)ccnc2O1 (centres undefined)
    0.0%	-3.7
[33] O=c1[nH][nH]c2c1[C@H](CCc1cccc(Cl)c1)O[C@H](CCc1ccccc1)C2
    6.3%	1.2
[34] CNc1cncc(-c2cccnc2)n1
    11.3%	-7.2
[35] CCCS(=O)(=O)NC(=O)C1(C)CCN(C(=O)c2ccc(F)c(Cl)c2)C1 (centres undefined)
    -1.5%	1.5
[36] Cc1ccc(Cn2c(C)c(C(=O)NCC(C)C)sc2=O)cc1
    -12.7%	-6.6
[37] CCCC(=O)Nc1cccc(NC(=O)Cc2ccc(Cl)cc2)c1
    1.4%	2.3
[38] CC1(C(=O)NCC(F)(F)F)CCN1C(=O)Cc1ccc(-c2ccccc2)cc1 (centres undefined)
    -26.5%	-0.4
[39] Cc1ccc(NC(=O)C2(C)CCN2CCc2ccccc2)cc1O (centres undefined)
    1.1%	-1.9
[40] COCCN1C(=O)CCC1(C)c1nnnn1-c1c(C)cccc1C (centres undefined)
    4.3%	-8.4
[41] Cc1ccc(C(NC(=O)C2CCN(CCOc3ccc(Cl)cc3)CC2)c2ccccn2)cc1 (centres undefined)
    3.3%	6.2
[42] CCCNC(=O)C1(C)CCCN(C(=O)c2cccc(OC(F)(F)F)c2)C1 (centres undefined)
    0.5%	-2.2
[43] CCOC(=O)c1cc2c(c(-c3cccc(C#Cc4ccc(OC)c(OC)c4)c3)n1)[C@@H](CCO)N(S(=O)C(C)(C)C)C2 (some centres undefined)
    3.5%	-1.8
[44] COc1ccc(-c2nc3c4ccccc4ccn3c2Cc2ccccc2C(F)(F)F)cc1OC
    -2.7%	-10.3
[45] CCOC1=C2CN(S(=O)(=O)c3ccc(C)cc3)[C@H](c3ccccc3)C[C@@H]2N(S(=O)(=O)c2ccccc2)[C@H](c2ccccc2)C1
    0.7%	-0.1

Random excerpt: 2 entries already listed
The line under a structure holds: GLS inh	PI4K2A block
[13] Cc1ccccc1S(=O)(=O)NC(=O)C1(C)CCN1C(=O)Cc1cc(F)ccc1F (centres undefined)
    -3.6%	2.9
[45] CCOC1=C2CN(S(=O)(=O)c3ccc(C)cc3)[C@H](c3ccccc3)C[C@@H]2N(S(=O)(=O)c2ccccc2)[C@H](c2ccccc2)C1
    0.7%	-0.1

(further entries)
The line under a structure holds: GLS inh	PI4K2A block
[46] O=S1(=O)CC(N2CCCCC2)CN1Cc1cn(Cc2ccc(C(F)(F)F)cc2)nn1 (centres undefined)
    -1.0%	-2.5
[47] CC(C)(C)OC(=O)N1CCC[C@@H]1C(=O)NCc1ccccc1Cl
    -12.4%	0.8
[48] CC(C)(C)N1C(=O)c2c(C(=O)OCc3ccccc3)[nH]c(-c3ccccc3)c2C1=O
    -6.0%	-2.6
[49] CN1OC[C@@H]2CN(C(=O)c3cccnc3)[C@H](c3ccc(N4CCCCC4)cc3)C[C@@H]21
    39.2%[activator]	1.8
[50] O=c1[nH][nH]c2c1[C@@H](c1ccc(F)cc1)O[C@H](C1CCCCC1)C2
    14.6%	-2.5
[51] O=C(NCc1ccccc1Cl)c1ccc2sc([C@H]3C[C@H](O)[C@@H](CO)O3)nc2c1
    9.0%	-0.4
[52] CC(C)(C)c1ccc(CC(=O)N2CCC2(C)C(=O)Nc2cccc3ccccc23)cc1 (centres undefined)
    5.5%	3.4
[53] CCCCCCn1cc(CN2CC(N3CCN(CCO)CC3)CS2(=O)=O)nn1 (centres undefined)
    3.6%	-4.9
[54] COc1ccc(OCCN2CCC(C(=O)NC(c3ccsc3)c3ccccc3C)CC2)cc1 (centres undefined)
    3.9%	1.7
[55] Cn1ccc2c(-c3ccc(C(C)(C)C)cc3)cc3c(c21)C1CCC3C1 (centres undefined)
    6.2%	-0.9
[56] CCCNC(=O)c1cc2c(c(-c3cccc(-c4cc5ccccc5o4)c3)n1)[C@@H](CCO)N(C(=O)NC(C)C)C2
    4.2%	2.7
[57] Cc1cc2nc(-c3ccco3)c(Cc3cccc(F)c3)n2c(C)c1Br
    -14.9%	-26.6
[58] CC(=O)Nc1cccc(-c2cc(NC(C)=O)c3ncc(-c4ccc(F)cc4)n3c2)c1
    1.7%	-9.2
[59] COc1cccc(CNC(=O)[C@@H]2CCCN2C(=O)[C@H]2CCCCN2C(=O)c2ccccc2C)c1
    1.1%	-2.7
[60] O=C1COc2ccccc2C(c2nc3ccccc3[nH]2)N1Cc1ccccc1 (centres undefined)
    -12.7%	1.5

Numbers 58–60 of the list above:
The line under a structure holds: GLS inh	PI4K2A block
[58] CC(=O)Nc1cccc(-c2cc(NC(C)=O)c3ncc(-c4ccc(F)cc4)n3c2)c1
    1.7%	-9.2
[59] COc1cccc(CNC(=O)[C@@H]2CCCN2C(=O)[C@H]2CCCCN2C(=O)c2ccccc2C)c1
    1.1%	-2.7
[60] O=C1COc2ccccc2C(c2nc3ccccc3[nH]2)N1Cc1ccccc1 (centres undefined)
    -12.7%	1.5

Molecules from the list above that contain a furan ring, fused or not:
The line under a structure holds: GLS inh	PI4K2A block
[14] CS(=O)(=O)Nc1cccc(NC(=O)c2cccc3c(-c4cccnc4)coc23)c1
    -5.0%	-5.2
[30] O=C(c1ccco1)N1CCN(C2CN(Cc3ccccc3)S(=O)(=O)C2)CC1 (centres undefined)
    -13.9%	2.2
[32] CC1(C(=O)NCc2ccco2)Cc2c(-c3ccc(C(N)=O)cc3)ccnc2O1 (centres undefined)
    0.0%	-3.7
[56] CCCNC(=O)c1cc2c(c(-c3cccc(-c4cc5ccccc5o4)c3)n1)[C@@H](CCO)N(C(=O)NC(C)C)C2
    4.2%	2.7
[57] Cc1cc2nc(-c3ccco3)c(Cc3cccc(F)c3)n2c(C)c1Br
    -14.9%	-26.6

(cont.)
The line under a structure holds: GLS inh	PI4K2A block
[61] O=C(Nc1ccc2c(c1)OCO2)c1cc(C2CCCCN2S(=O)(=O)Cc2ccccc2)on1 (centres undefined)
    5.4%	0.8
[62] C=CCNc1nc(Nc2ccc(OC)c(OC)c2)c2sc(-c3ccccc3)cc2n1
    6.9%	-6.0
[63] COc1ccc(C(N)c2csc(NC(=O)Nc3cccc(C(F)(F)F)c3)n2)cc1 (centres undefined)
    -4.9%	2.5
[64] CCOC(=O)[C@]12CCC=C1N(Cc1cccc3ccccc13)C(=O)[C@H](CC(=O)NCc1ccc(C)o1)C2
    -20.8%	3.5
[65] CCN(C)C1CN(Cc2cn(Cc3ccc(C)cc3)nn2)S(=O)(=O)C1 (centres undefined)
    6.5%	3.0
[66] CCOC(=O)C1(C)CCN1C(=O)c1cc(F)ccc1C (centres undefined)
    -0.4%	2.3
[67] O=C(NCC1CC1)C1Cc2c(-c3ccc(Cl)cc3)ccnc2O1 (centres undefined)
    0.2%	1.0
[68] COc1ccccc1NC(=O)Nc1nnc([C@@H]2C[C@H](O)[C@@H](CO)O2)s1
    2.2%	2.9
[69] Clc1ccccc1Nc1nc(NCc2cccs2)nc2ccsc12
    -0.7%	0.7
[70] CN(C)C1CN(Cc2cn(Cc3ccccc3)nn2)S(=O)(=O)C1 (centres undefined)
    0.4%	20.5
[71] CCOC(=O)C1CCC(=O)N1Cc1c[nH]c2ccccc12 (centres undefined)
    5.0%	-0.6
[72] O=C(Nc1cccc(F)c1)c1ccc(-c2cccnc2)c2ccoc12
    -0.2%	-10.3
[73] Cc1ccc2nc(-c3ccccc3)c(Cc3ccccc3C(F)(F)F)n2c1
    4.8%	-16.9
[74] COC(=O)c1ccc2nc(-c3ccc(F)cc3)c(Cc3ccccc3)n2c1
    -1.3%	-6.7
[75] O=C(Nc1ccccc1Cl)c1cc(C2CCCCN2C(=O)CCc2ccccc2)on1 (centres undefined)
    8.1%	0.3
[76] CCCCn1nnnc1C(c1cc2ccccc2o1)N1CCN(CC(=O)N2CCCC2)CC1 (centres undefined)
    3.5%	1.3

This is a subset; count on the stated rates, not on these rows.
